Screening results (PubChem)
CRFBP-R2 block: CRF-BP/CRF-R2 complex antagonism | HEK293 CRF-R2/CRF-BP, CRF-induced calcium fluorescence | inhibition, % at 11.8 µM | 350,000 compounds, 0.59% hits;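 active = inhibition of the ligand-induced calcium signal above about 50% at the single tested concentration, limit read from the data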
CHRM4 agonist: CHRM4 agonism in calcium assay | 360,000 compounds, 0.14% hits | activation, % at 3 µM | CHO-K1 hM4/Gqi5, Fluo-8 calcium fluorescence; vehicle 0%, full acetylcholine response 100%;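 active = activation above the run mean over all test wells plus 3 SD, cut at about 32% in these data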;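 note: peak over basal fluorescence ratio per well then scaled between controls; 0% = DMSO wells and 100% = acetylcholine at EC100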
CHRM4 antagonist: antagonists of human muscarinic M4 receptor (CHRM4); P08173; CHO-hM4 cells, ACh EC80, Fluo-8 calcium fluorescence; inhibition, % at 3 µM; 360,000 compounds, 0.73% hits; AID 624125;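 active = inhibition above its plate's cutoff, the mean inhibition of sample wells plus 3 SD, cut at about 27% in these data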;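 note: 0% = acetylcholine EC80 with DMSO and 100% = DMSO without agonist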
CHRM5 antagonist: antagonists of human muscarinic M5 receptor (CHRM5); CHO-hM5 cells, Fluo-8 calcium fluorescence, ACh EC80; inhibition, % at 3 µM; P08912; 360,000 compounds, 0.59% hits;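 active = inhibition above a per-plate cutoff, the mean of that plate's test compounds plus 3 SD, cut at about 27% in these data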;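 note: 0% = acetylcholine EC80 with DMSO and 100% = DMSO without agonist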
Target sequence (P08912 whole entry, looked up): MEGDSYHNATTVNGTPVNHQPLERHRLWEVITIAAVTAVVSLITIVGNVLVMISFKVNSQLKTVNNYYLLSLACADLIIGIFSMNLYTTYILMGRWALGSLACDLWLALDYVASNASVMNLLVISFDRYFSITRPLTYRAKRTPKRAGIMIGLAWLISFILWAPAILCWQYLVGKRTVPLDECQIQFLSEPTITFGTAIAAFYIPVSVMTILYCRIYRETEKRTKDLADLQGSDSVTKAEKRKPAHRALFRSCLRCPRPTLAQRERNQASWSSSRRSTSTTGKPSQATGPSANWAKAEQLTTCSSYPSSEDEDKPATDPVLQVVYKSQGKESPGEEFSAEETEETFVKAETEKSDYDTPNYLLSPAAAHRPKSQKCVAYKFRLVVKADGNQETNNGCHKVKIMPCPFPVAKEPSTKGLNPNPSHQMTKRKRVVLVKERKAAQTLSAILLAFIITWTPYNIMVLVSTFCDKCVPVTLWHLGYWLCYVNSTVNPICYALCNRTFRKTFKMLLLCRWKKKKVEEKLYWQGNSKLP
CRFBP-R2 agonist: agonists of human CRF-binding protein/CRF-R2 receptor complex; HEK293 CRF-R2/CRF-BP, calcium dye fluorescence (FLIPR); percent of saturating CRF peptide response; AID 588473; activation, % at 13.2 µM; 350,000 compounds, 0.46% hits;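 active = activation of at least 50%, plus an integration ratio under a set limit after plate pattern correction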;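 note: plate controls were neutral control wells without compound for no effect and CRF at EC100 for full effect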
CHRM5 agonist: CHRM5 agonism in calcium assay | CHO-K1 hM5 cells, Fluo-8 calcium fluorescence; 0% DMSO wells, 100% maximal acetylcholine response | 360,000 compounds, 0.19% hits | activation, % at 3 µM | AID 624037 | P08912;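 active = activation above the run's mean over test compounds plus 3 SD, cut at about 23% in these data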;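 note: signal is peak over basal fluorescence ratio across the kinetic read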
M1 PAM: positive allosteric modulators of human M1 muscarinic receptor. activation, % at 3 µM. CHO-K1 hM1, Fluo-8 calcium fluorescence, ACh EC20; 0% = ACh EC20, 100% = maximal ACh. P11229. 360,000 compounds, 0.088% hits. AID 588819; in the data active = activation above about 19%, passing the limit was not always enough
Target sequence (P11229 whole entry, looked up): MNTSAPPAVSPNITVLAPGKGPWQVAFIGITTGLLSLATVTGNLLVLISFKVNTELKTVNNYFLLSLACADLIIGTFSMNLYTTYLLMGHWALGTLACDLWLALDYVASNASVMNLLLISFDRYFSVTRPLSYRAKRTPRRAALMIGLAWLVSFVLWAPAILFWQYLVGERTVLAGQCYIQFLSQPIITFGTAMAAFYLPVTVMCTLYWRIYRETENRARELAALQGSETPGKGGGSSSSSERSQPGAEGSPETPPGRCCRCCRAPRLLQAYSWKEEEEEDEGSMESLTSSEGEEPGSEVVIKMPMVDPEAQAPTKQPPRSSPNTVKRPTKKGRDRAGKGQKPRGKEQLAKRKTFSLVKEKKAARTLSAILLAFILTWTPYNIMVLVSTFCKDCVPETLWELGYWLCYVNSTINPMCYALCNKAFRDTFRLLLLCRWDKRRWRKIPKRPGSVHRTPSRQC
M4 PAM: CHRM4 positive allosteric modulation; CHO-K1 hM4/Gqi5, Fluo-8 calcium fluorescence, ACh EC20; 0% = ACh EC20, 100% = maximal ACh; activation, % at 3 µM; 360,000 compounds, 0.4% hits;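 active = activation above its plate's cutoff, the mean activation of sample wells plus 3 SD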; note: some results filed as inactive read as strong as hits
CHRM5 PAM: potentiates acetylcholine response at human M5 receptor | P08912 | CHO-K1 hM5, Fluo-8 calcium, ACh EC20 PAM; 0% = ACh EC20, 100% = ACh EC100 | activation, % at 3 µM | 360,000 compounds, 0.3% hits;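 active = activation above the run cutoff, the mean activation of all test compounds plus 3 SD, cut at about 18% in these data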
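system = human M5 receptor in CHO-K1 cells | compound = one concentration, 3 µM final (nominal) | schedule = Post-acetylcholine fluorescence recording 140 s | signal = Fluo-8 calcium dye fluorescence, kinetic read | benchmarks = low control EC20 acetylcholine (0%), high control EC100 acetylcholine (100%) | repeats = singlicate, one well per test compound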
* marks the source's active call; other numbers are inactive results; / = no result given.

1: Cc1ccc(C)c(S(=O)(=O)C(C#N)c2nc3ccccc3nc2N2CC(C)OC(C)C2)c1 (configuration not stated)
2: CCOC(=O)c1nnn(-c2nonc2-n2cccc2)c1CN1CCCCC1
3: C=CCc1cc(Cl)ccc1OCCCNCCO
4: O=C(c1cccs1)N1CCC(C(=O)N2CCN(Cc3ccc4c(c3)OCO4)CC2)CC1
5: O=C(CC1C(=O)NCCN1Cc1ccc(Cl)c(F)c1)NCC1CCOCC1 (configuration not stated)
6: O=C(CSc1ccccc1)Nc1ccc(S(=O)(=O)NCC2CCCO2)cc1 (configuration not stated)
7: COc1cccc(-c2ccc3ncnc(NCc4cccnc4)c3c2)c1
8: O=C(O)Cc1csc(NC(=O)CSc2cccc(C(=O)O)n2)n1
9: Nc1ncnc2c1ncn2[C@@H]1O[C@H](C(=O)N(CCC2=CCCCC2)CC2CC2)[C@@H](O)[C@H]1O
10: CCc1cc2ccccc2nc1Cl
Assay by compound	1	2	3	4	5	6	7	8	9	10
CRFBP-R2 block	-18	6	-32	9	3	-4	-3	-9	/	6
CHRM4 agonist	1	-3	5	2	1	6	2	1	1	1
CHRM4 antagonist	-4	-13	-4	2	-6	-8	-5	6	-4	1
CHRM5 antagonist	4	-1	10	10	9	2	-3	2	19	-21
CRFBP-R2 agonist	-0.6	1.3	-1.1	0.4	1.7	-0.4	-2.1	0.2	/	-3.5
CHRM5 agonist	-1	-4	-3	-2	-1	8	-2	3	1	1
M1 PAM	9	2	-2	1	7	1	-2	-3	-1	7
M4 PAM	7	-6	10	-3	-4	-1	2	-2	-3	2
CHRM5 PAM	0	-4	-2	0	-3	-3	5	4	-4	5

11: O=C(c1ccc(Cl)c(NC2=NC3CS(=O)(=O)CC3S2)c1)N1CCN(c2ccc(F)cc2)CC1 (configuration not stated)
12: CC(C)=CCN1CCN(Cc2cccnc2)CC1CCO (configuration not stated)
13: COC(=O)c1nnn(CC(=O)NC(=O)Nc2ccccc2)c1C(=O)OC
14: COC(=O)CSc1nnc(CSc2nc(C)cc(C)n2)n1Cc1ccco1
15: CCOc1ccccc1C1C(C#N)=C(SCC(=O)OC)NC(=O)C1C(=O)OC (configuration not stated)
16: Cc1ccc(NC(=O)CN(C)C(=O)c2ccc(OCc3cn4ccccc4n3)cc2)cc1
17: C=CCn1c(SCc2ccc(C(=O)Nc3ccccc3)cc2)nnc1-c1ccccc1
18: Cc1cccn2c(=O)c(/C=C(\C#N)C(=O)NC3CCS(=O)(=O)C3)c(N3CCC(C)CC3)nc12 (configuration not stated)
19: COc1ccc(N2CCN(CC(=O)N3c4ccccc4CC3C)CC2)cc1 (configuration not stated)
20: Cc1ccc(S(=O)(=O)NCCc2cc3ccc(C)c(C)c3[nH]c2=O)cc1
Assay by compound	11	12	13	14	15	16	17	18	19	20
CRFBP-R2 block	0	9	0	2	-2	1	8	10	-6	-4
CHRM4 agonist	7	0	2	-1	0	3	0	6	2	13
CHRM4 antagonist	3	13	-4	3	5	-5	7	0	5	5
CHRM5 antagonist	2	8	0	-7	-4	0	4	0	-3	6
CRFBP-R2 agonist	-0.7	-2.3	0.5	-0.4	0.2	-0.9	2.0	-2.5	0.3	-1.0
CHRM5 agonist	-1	-3	0	-1	-1	0	-1	0	1	3
M1 PAM	5	7	-5	7	-1	18	1	-3	7	-2
M4 PAM	-4	-1	7	13	-2	3	2	-8	0	-5
CHRM5 PAM	2	-4	1	4	-1	4	-2	-6	3	-6

21: C=CCN1C(=O)c2ccc(C(=O)N(C)CC(=O)Nc3ccccc3Br)cc2C1=O
22: O=C(NCC(c1cccs1)N1CCOCC1)c1ccc([N+](=O)[O-])cc1 (configuration not stated)
23: CC(NC(=O)CCCn1cc([N+](=O)[O-])cn1)c1ccccc1 (configuration not stated)
24: CCCN1CCN(CCCNC(=O)c2ccccc2NC(=O)C2=C(C)OCCS2)CC1
25: CCCn1c(SCC(=O)c2ccc3c(c2)OCCO3)nnc1C(C)C
26: COc1ccc([N+](=O)[O-])cc1NC(=O)CSCc1ccccc1
27: O=C(COC(=O)Cc1ccc(Cl)c(Cl)c1)NCc1ccco1
28: CN1/C(=C\C(=O)c2cccs2)Sc2ccccc21
29: O=C(CSc1ccccn1)Nc1ccc(Cl)cn1
30: CCOC(=O)C1CCN(C(=O)CN(c2cc(Cl)ccc2OC)S(=O)(=O)c2ccccc2)CC1
Assay by compound	21	22	23	24	25	26	27	28	29	30
CRFBP-R2 block	-11	11	12	-3	31	37	14	-23	-16	-1
CHRM4 agonist	6	1	0	0	1	3	0	0	0	2
CHRM4 antagonist	-6	0	3	-5	9	4	-2	3	6	0
CHRM5 antagonist	7	3	2	-11	5	7	8	4	-8	-2
CRFBP-R2 agonist	-0.1	-0.6	-1.3	-0.7	-1.3	-1.0	-2.3	-1.8	-2.1	-3.4
CHRM5 agonist	0	0	0	-6	-1	-2	-2	-8	-1	-1
M1 PAM	-10	-2	9	12	8	-9	-6	4	7	3
M4 PAM	7	-6	-4	7	-1	-13	-2	-3	0	-4
CHRM5 PAM	-4	1	-1	2	0	-8	-5	-2	-2	3

Compounds shown so far that have a cyano group (three):
1: Cc1ccc(C)c(S(=O)(=O)C(C#N)c2nc3ccccc3nc2N2CC(C)OC(C)C2)c1 (configuration not stated)
15: CCOc1ccccc1C1C(C#N)=C(SCC(=O)OC)NC(=O)C1C(=O)OC (configuration not stated)
18: Cc1cccn2c(=O)c(/C=C(\C#N)C(=O)NC3CCS(=O)(=O)C3)c(N3CCC(C)CC3)nc12 (configuration not stated)
Assay by compound	1	15	18
CRFBP-R2 block	-18	-2	10
CHRM4 agonist	1	0	6
CHRM4 antagonist	-4	5	0
CHRM5 antagonist	4	-4	0
CRFBP-R2 agonist	-0.6	0.2	-2.5
CHRM5 agonist	-1	-1	0
M1 PAM	9	-1	-3
M4 PAM	7	-2	-8
CHRM5 PAM	0	-1	-6

Next part.
31: CC(C)=CCc1c2c(c3occ(-c4ccc(O)c(O)c4)c(=O)c3c1O)C=CC(C)(C)O2
32: CC(C)c1nc(SCC(=O)NC2CCCC2)c2c(=O)n(C)c(=O)n(C)c2n1
33: CC(C)c1ccc(N2C(=O)CC(NNC(=O)c3cccnc3)C2=O)cc1 (configuration not stated)
34: CC(=O)N1CCc2cc(S(=O)(=O)NCCC(=O)Nc3ccc4c(c3)OCCO4)ccc21
35: CC(=O)Nc1ccc(C(=O)NN2C(=O)c3ccccc3C2=O)cc1
36: COC(=O)CNC(c1ccccc1Cl)c1cc(Br)ccc1NC(=O)CCN1CCOCC1 (configuration not stated)
37: Cc1ccc(CNC(=O)C2CCC(=O)N(CCc3cccc(F)c3)C2)s1 (configuration not stated)
38: COc1ccc(C/C(N)=N/OC(=O)C(c2ccccc2)c2ccccc2)cc1OC
39: O=C(CSc1nnc(SCc2ccccc2)s1)N/N=C/c1ccc(C(=O)O)cc1
40: CC(OC(=O)c1cc(=O)[nH]c2ccccc12)C(=O)c1ccccc1 (configuration not stated)
Assay by compound	31	32	33	34	35	36	37	38	39	40
CRFBP-R2 block	-15	0	-12	-8	-6	-5	-4	27	13	-96
CHRM4 agonist	0	0	24	1	1	3	0	0	0	9
CHRM4 antagonist	-8	8	25	-7	7	10	-2	2	4	-13
CHRM5 antagonist	-3	7	18	2	13	-7	11	-3	-6	-4
CRFBP-R2 agonist	-0.6	-0.1	0.8	-0.8	-1.1	0.8	-0.6	-0.2	-1.7	-6.5
CHRM5 agonist	4	-1	2	-5	-2	-3	-3	-2	-3	2
M1 PAM	5	11	-14	1	7	2	9	-1	9	4
M4 PAM	14	5	-12	2	0	-1	0	-3	6	6
CHRM5 PAM	7	-5	-22	2	-5	0	-4	-6	7	-4

Quoted at random: 3 entries already listed, in no set order.
34: CC(=O)N1CCc2cc(S(=O)(=O)NCCC(=O)Nc3ccc4c(c3)OCCO4)ccc21
37: Cc1ccc(CNC(=O)C2CCC(=O)N(CCc3cccc(F)c3)C2)s1 (configuration not stated)
31: CC(C)=CCc1c2c(c3occ(-c4ccc(O)c(O)c4)c(=O)c3c1O)C=CC(C)(C)O2
Assay by compound	34	37	31
CRFBP-R2 block	-8	-4	-15
CHRM4 agonist	1	0	0
CHRM4 antagonist	-7	-2	-8
CHRM5 antagonist	2	11	-3
CRFBP-R2 agonist	-0.8	-0.6	-0.6
CHRM5 agonist	-5	-3	4
M1 PAM	1	9	5
M4 PAM	2	0	14
CHRM5 PAM	2	-4	7

(list continues)
41: CC(=O)Nc1ccc(C2=NNC(=NCC3CCCO3)SC2)cc1 (configuration not stated)
42: CCc1ccc(NC(=O)C2CCN(S(=O)(=O)c3c(C)[nH]c(=O)[nH]c3=O)CC2)cc1
43: O=C(Nc1ccc(O)cc1)c1cc2n(n1)C(C(F)(F)F)CC(c1ccco1)N2 (configuration not stated)
44: NC(=O)COC(=O)c1c2c(nc3ccccc13)CCCC2
45: CC(=O)c1n[nH]nc1NC(=O)c1ccccc1
46: CCC(c1nnc(SCc2nc3ccccc3s2)n1Cc1ccccc1)N(C)C (configuration not stated)
47: CCN(CC)S(=O)(=O)c1ccc(Cl)c(NC(=O)COC(=O)/C=C/c2ccc(O)c(OC)c2)c1
48: Cc1cccc2sc(NC(=O)c3cc(S(=O)(=O)N(C)C)ccc3N3CCCC3)nc12
Assay by compound	41	42	43	44	45	46	47	48
CRFBP-R2 block	6	-10	-13	-5	14	11	10	-5
CHRM4 agonist	1	0	9	2	-2	1	5	1
CHRM4 antagonist	-3	13	-8	-9	-2	-4	6	5
CHRM5 antagonist	-2	3	1	3	-3	-3	9	-2
CRFBP-R2 agonist	-0.8	0.1	17	0.3	-1.7	-1.6	-0.3	-1.3
CHRM5 agonist	0	3	10	1	3	-10	6	1
M1 PAM	4	11	7	4	6	-4	-3	3
M4 PAM	6	-6	-4	7	19	0	-11	-3
CHRM5 PAM	9	1	-2	2	4	-16	-10	-2
